Screening data: PubChem BioAssay, National Center for Advancing Translational Sciences (NCATS)
TexasRed fluor: Total Fluorescence Counterscreen for Inhibitors of the Interaction of Thyroid Hormone Receptor and Steroid Receptor Coregulator 2; TRb/SRC2 Texas Red total fluorescence interference; actives 0.29% (n = 280,000); AID 1479, 2009; Potency, µM (doses to about 106 µM), for the others: top-dose fluorescence change, negative = quenching; active means well fitted curve in either direction with a large enough effect; inconclusive means small, poorly fitted or top-dose-only effect; further: on the % scale 0 is the no-effect control and ±100 the full control effect
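Human TRb ligand-binding domain at 0.6 uM with 20 nM Texas Red SRC2 peptide in Tris buffer containing 1 uM T3 and 5% DMSO, incubated with compound 5 h at ambient temperature. Total fluorescence (555/632 nm) calculated as parallel + 2 × perpendicular.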
RECQ1 inh: qHTS Assay for Inhibitors of RecQ-Like Dna Helicase 1 (RECQ1). RECQ1 DNA unwinding, red fluorescence kinetic read. Potency, µM (series often up to 57.3 µM), for the others: at the highest dose activity, negative = inhibition, most hits filed as inhibitors. actives 0.54% (n = 240,000). ATP-dependent DNA helicase Q1 (Homo sapiens), P46063;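 further: plate controls were vehicle for no effect and no enzyme for full effect; nearly all actives have a fitted effect of over 30% in size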
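RECQ1T1 50 nM; forked duplex (20 bp + 30-nt ss tails) 200 nM, ATP 2 mM final; pH 8.0, 2 mM MgCl2, 2.5 ug/ml poly(dI-dC); 15 min compound preincubation; discontinuous kinetic read over 2 h at RT.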
TRb SRC2 PPI: qHTS for Inhibitors of the Interaction of Thyroid Hormone Receptor and Steroid Receptor Coregulator 2; Thyroid hormone receptor beta (Homo sapiens), P10828; TRbeta-SRC2 peptide binding, fluorescence polarization; receptor liganded with 1 µM T3; Potency, µM (top dose mostly 106 µM), without a hit: top-dose activity change, negative = inhibition, actives largely listed as inhibitors; actives 0.065% (n = 280,000);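 further: plate controls were bound peptide for no effect and peptide without receptor for full effect; nearly all actives have a fitted effect of over 50% in size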
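Read-out is fluorescence polarization (555 nm excitation, 632 nm emission) of a Texas Red SRC2 coactivator peptide; loss of signal reflects blocked binding to human TRb ligand-binding domain in the presence of 1 uM T3.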
HTT ATP protect: qHTS Multiplex Assay to Identify Dual Action Probes in a Cell Model of Huntington: Cytoprotection (ATP). PC12 HTT-Q103 induced, cytoprotection, ATP luminescence, 40 h. Potency, µM (highest dose often 56.4 µM), for the others: cytoprotection (ATP increase), most hits filed as activators. actives 0.14% (n = 230,000). AID 1471, 2008;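 further: % of control where 0% means no effect; nearly all actives have a fitted effect of over 45% in size; toxic huntingtin expression switched on by the ecdysone agonist tebufenozide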
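Compounds added alongside 100 nM tebufenozide, which induces toxic Q103 huntingtin exon 1-GFP in stable PC12 cells; surviving cells quantified by luminescent ATP measurement. Medium: phenol red-free DMEM, 5% equine and 5% calf serum.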
Tau fluor cs: Counterscreen qHTS for Inhibitors of Tau Fibril Formation, Fluorescence Polarization | actives 0.93% (n = 280,000) | Potency, µM (top dose mostly 57.7 µM), for inactives: at the highest dose activity change, negative = decrease | tau K18 P301L Alexa594 fluorescence, heparin fibrillization; further: on the % scale 0 is the no-effect control and ±100 the full control effect; nearly all actives have a fitted effect of over 55% in size
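Human K18 P301L tau (15 uM unlabeled plus 0.24 uM Alexa 594-labeled, final) in 100 mM sodium acetate pH 7 was mixed with compound and 20 uM heparin and incubated 6 hr at 37 C.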
Tau fibril ThT: qHTS for Inhibitors of Tau Fibril Formation, Thioflavin T Binding | Microtubule-associated protein tau (Homo sapiens), P10636 | recombinant tau K18 P301L (four-repeat tau fragment), heparin-induced fibrillization, ThT fluorescence | Potency, µM (titrated, usually from 57.4 µM), without a hit: at the top dose activity, negative = inhibition, most hits filed as inhibitors | actives 2.1% (n = 270,000) | AID 1460, 2008; further: on the % scale 0 is the no-effect control and ±100 the full control effect; nearly all actives have a fitted effect of over 55% in size
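Aggregation was driven by heparin (20 uM final) acting on recombinant tau […] bearing P301L in 100 mM sodium acetate pH 7; fibrils were detected with Thioflavin T.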
Tau FP inhib: qHTS for Inhibitors of Tau Fibril Formation, Fluorescence Polarization; Microtubule-associated protein tau (Homo sapiens), P10636; K18 P301L tau heparin fibrillization, Alexa594 FP, 6 h; Potency, µM (series often up to 57.7 µM), for inactives: at the top dose activity, negative = inhibition, usual class: inhibitors; actives 0.39% (n = 280,000); AID 1468, 2008; further: on the % scale 0 is the no-effect control and ±100 the full control effect; nearly all actives have a fitted effect of over 55% in size
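Steps: dispense K18 P301L tau (15 uM plus 0.24 uM Alexa 594 tracer, final) in pH 7 sodium acetate; add compound; add heparin (20 uM final); incubate 6 hr, 37 C; add ThT (30 uM final); after 1 hr ambient, read FP.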
L3MBTL1 block: qHTS Assay for the Inhibitors of L3MBTL1. AlphaScreen L3MBTL1–H3K9me1 peptide binding. Potency, µM (titrated, usually from 57.1 µM), for inactives: at the highest dose activity, negative = inhibition, actives largely listed as inhibitors. actives 0.66% (n = 230,000). AID 485360, 2010; further: on the % scale 0 is the no-effect control and ±100 the full control effect; nearly all actives have a fitted effect of over 60% in size
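L3MBTL1 50 nM + b-AHA-H3(1-15)K9me1 75 nM, 30 min RT; compound added, 30 min RT; streptavidin donor/Ni-chelate acceptor beads 10 ug/mL each final, 30 min RT dark; AlphaScreen read.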
An asterisk follows results filed as active; i = inactive; ? = inconclusive; nt = no result given; & = joins results of further samples; [ ] = another dose, or the depositor's remark. Unless noted, the call rests on the fitted dose curve; in most records, active means well fitted curve in the direction sought with a large enough effect; inconclusive means small, poorly fitted or top-dose-only effect, or another doubt; inactive means no such curve, though single readings can be large; an effect the other way counts as inactive or inconclusive. Potency means the concentration at half of the fitted maximal effect. These rows are one share of the data; count on the stated rates, not on these rows.

Values run as follows: TexasRed fluor	RECQ1 inh	TRb SRC2 PPI	HTT ATP protect	Tau fluor cs	Tau fibril ThT	Tau FP inhib	L3MBTL1 block
> O=C(Nc1ccccc1)N1CCN2C(=O)c3ccccc3C12c1ccccc1 (centres undefined)
  1%	i	-3%	1%	-21%	-8%	-11%	-1%
> O=C(CN1CCN(c2cccc(C(F)(F)F)c2)CC1)Nc1cccc(C(F)(F)F)c1
  0%	-4%	0%	-10%	?	-14%	-13%	nt
> Cc1ccc2nc(NC(=O)C3CCN(S(=O)(=O)c4cccs4)CC3)sc2c1
  1%	-19%	0%	3.5µM*	-22%	?	?	1%
> O=C1OCCC1Sc1nc2ccccc2c(=O)n1Cc1ccc(F)cc1 (centres undefined)
  -10%	-14%	3%	nt	-28%	-17%	-3%	?
> CCc1cc(=O)n2c([nH]c3ccccc32)c1C#N
  1%	-8%	-7%	-39%[inhibitor]	-18%	?	8%	nt
> COCc1cc(C)nc(SCC[N+](C)(C)CC(=O)Nc2ccccc2)c1C#N
  -1%	8%	-1%	?	-13%	-11%	-8%	-2%
> O=C(NC1CCN(Cc2ccccc2)CC1)C1CCN(c2nnc(-n3cccc3)s2)CC1
  -2%	-1%	6%	15%[10 µM]	-9%	-8%	-3%	-2%
> CN1CC(c2ccccc2Cl)C2(COc3ccccc3C2=O)C12C(=O)Nc1ccccc12 (centres undefined)
  -8%	-7%	-2%	-82%[inhibitor]	-12%	4%	-9%	25%
> O=C(Nc1nnc(-c2ccccc2)o1)c1cc(Cl)sc1Cl
  -4%[53 µM]	-10%	7%[53 µM]	0%[10 µM]	-6%	-6%	0%	42%[activator]
> CC1(c2ccccc2)NC(=O)N(CC(=O)Nc2ccc3c(c2)OCO3)C1=O (centres undefined)
  0%	i	-12%	-14%	-11%	-17%	7%	nt
> O=C(CSc1ccccc1)NC(=O)NCc1ccccc1
  0%	i	5%	15%[10 µM]	-4%	3%	1%	nt
> Cc1cccn2c(Nc3ccc4c(c3)OCCO4)c(-c3ccc(Br)o3)nc12
  -1%	nt	5%	nt	?	?	14%	nt
> Nc1nnc(SCc2ccccc2F)s1
  -1%	16%	0%	-19%[10 µM]	-17%	-6%	10%	nt
> C/C(O)=C(\C#N)P(=O)(c1ccccc1)c1ccccc1
  -7%	-10%	-6%	0%[10 µM]	-5%	-2%	3%	63%[activator]
> COc1ccccc1NC(=O)C(=O)/C=C(\O)c1ccccc1
  0%	i	0%	4%[10 µM]	-8%	-14%	6%	-12%
> COC(=O)C1C/C(=N\NS(=O)(=O)c2ccc(C)cc2)c2ccsc2C1 (centres undefined)
  -4%	-6%	2%	nt	-3%	-3%	8%	-5%
> Cc1cc(Cl)ccc1OCc1cc(=O)n2c3c(sc2n1)CCCC3
  -1%	nt	5%	nt	3%	-6%	0%	nt
> C/C(=N\Nc1cc(C)nc(NCc2ccccc2)n1)c1cccc([N+](=O)[O-])c1
  -1%	i	-4%	0%[10 µM]	-26%	?	?	-10%
> Cc1ccc(-n2ncc(C(=O)NC3CCCCC3)c2C2CCN(C(=O)OC(C)(C)C)CC2)cc1
  0%	nt	-10%	nt	-1%	-13%	6%	nt
> CC1(c2ccccc2Cl)NC(=O)N(CC(=O)Nc2ccc3c(c2)OCO3)C1=O (centres undefined)
  -1%	i	3%	3%	-7%	-15%	-9%	nt
> COC(=O)c1c(C)nn(-c2ccccc2)c1N
  -2%	-16%	8%	-20%	-7%	-8%	-2%	2%
> CO[C@@]1(NC(=O)CSCC#N)C(=O)N2C(C(=O)O)=C(CSc3nnnn3C)CS[C@@H]21
  -4%&-1%	-3%&-8%	7%&5%	nt	-7%&-3%	-12%&-9%	-4%&-8%	?
> Cc1cccc(OCC(=O)N2CCN(C(=O)CCC3CCCC3)CC2)c1
  -4%	9%	-2%	8%	0%	-2%	-2%	-3%
> COC(=O)NC1CSCC1OC(=O)CCN1C(=O)c2ccccc2C1=O (centres undefined)
  -3%	-5%	-8%	-5%	6%	6%	0%	nt
> Cc1ccc(C)c(NC(=O)c2nn(C)c3c2CS(=O)(=O)c2ccccc2-3)c1
  1%	nt	-1%	nt	-14%	-1%	?	nt
> CN1[C@@H]2CC[C@H]1CC(OC(=O)[C@@H](O)c1ccccc1)C2 (some centres undefined)
  -3%&0%	3%[25.9 µM]	6%&-1%	?	nt	nt	nt	nt
> O=C1CC(N2CCSCC2)C(=O)N1CCc1ccccc1 (centres undefined)
  -4%	-23%	-3%	17%[1.9 µM]	5%	5%	4%	0%
> Cc1oc(-c2cccc(Cl)c2)nc1CN1CCCC(C(=O)NCCCN2CCOCC2)C1 (centres undefined)
  -5%	6%	-6%	-39%	-2%	4%	3%	-6%
> O=C(Nc1ccc(N2CCOCC2)cc1)C1CC(O)CN1S(=O)(=O)c1ccc(Cl)cc1 (centres undefined)
  -6%	-2%	-3%	-3%[10 µM]	-21%	?	11%	nt
> Cc1ccc2cc3cc(C(=O)NCCN4CCOCC4)oc3nc2c1
  -4%	0%	-4%	15%[10 µM]	-2%	-4%	-5%	-7%

Taken from the results shown, 9 compounds:
Values run as follows: TexasRed fluor	RECQ1 inh	TRb SRC2 PPI	HTT ATP protect	Tau fluor cs	Tau fibril ThT	Tau FP inhib	L3MBTL1 block
> O=C(Nc1ccccc1)N1CCN2C(=O)c3ccccc3C12c1ccccc1 (centres undefined)
  1%	i	-3%	1%	-21%	-8%	-11%	-1%
> O=C(CN1CCN(c2cccc(C(F)(F)F)c2)CC1)Nc1cccc(C(F)(F)F)c1
  0%	-4%	0%	-10%	?	-14%	-13%	nt
> Cc1ccc2nc(NC(=O)C3CCN(S(=O)(=O)c4cccs4)CC3)sc2c1
  1%	-19%	0%	3.5µM*	-22%	?	?	1%
> O=C1OCCC1Sc1nc2ccccc2c(=O)n1Cc1ccc(F)cc1 (centres undefined)
  -10%	-14%	3%	nt	-28%	-17%	-3%	?
> CCc1cc(=O)n2c([nH]c3ccccc32)c1C#N
  1%	-8%	-7%	-39%[inhibitor]	-18%	?	8%	nt
> COCc1cc(C)nc(SCC[N+](C)(C)CC(=O)Nc2ccccc2)c1C#N
  -1%	8%	-1%	?	-13%	-11%	-8%	-2%
> O=C(NC1CCN(Cc2ccccc2)CC1)C1CCN(c2nnc(-n3cccc3)s2)CC1
  -2%	-1%	6%	15%[10 µM]	-9%	-8%	-3%	-2%
> CN1CC(c2ccccc2Cl)C2(COc3ccccc3C2=O)C12C(=O)Nc1ccccc12 (centres undefined)
  -8%	-7%	-2%	-82%[inhibitor]	-12%	4%	-9%	25%
> O=C(Nc1nnc(-c2ccccc2)o1)c1cc(Cl)sc1Cl
  -4%[53 µM]	-10%	7%[53 µM]	0%[10 µM]	-6%	-6%	0%	42%[activator]

Next section
Values run as follows: TexasRed fluor	RECQ1 inh	TRb SRC2 PPI	HTT ATP protect	Tau fluor cs	Tau fibril ThT	Tau FP inhib	L3MBTL1 block
> Cn1c(=O)[nH]c(=O)c2c1nc(N1CCOCC1)n2CC(=O)c1ccccc1
  0%	12%	-1%	-1%[10 µM]	-5%	-1%	4%	?
> CCOc1ccc(-c2cc(NC(=O)Nc3ccccc3Cl)c(C(=O)OC)s2)cc1
  -1%	nt	-1%	nt	?	?	3%	nt
> O=C(CN(Cc1cccs1)C(=O)CCC(=O)Nc1ccccn1)NCc1ccccc1
  0%	-3%	-10%	6%[10 µM]	-10%	-4%	-12%	5%
> Cn1c(=O)c2c(ncn2CC(=O)N/N=C/c2cn[nH]c2-c2ccc(F)cc2)n(C)c1=O
  -6%	0%	-4%	-20%	3%	-1%	-2%	0%
> CC(=O)C1=C(C)N(c2ccccc2)C(=O)C1(NS(=O)(=O)c1ccc(N)cc1)C(F)(F)F (centres undefined)
  -2%	i	3%	nt	5%	-2%	0%	-3%
> O=Nc1c2cc(-c3ccccc3)[nH]nc-2c2ccccc12
  0%	11%	7%	nt	2%	2%	-3%	-20%
> CO[C@@H](CCOCc1ccccc1)C[C@H]1O[C@H](C(=O)OC(C)C)C=C[C@@H]1C
  0%	-4%	4%	?	-1%	6%	3%	nt
> CCOc1ccccc1C(=O)Nc1c(C(=O)Nc2ccc(F)cc2)oc2ccccc12
  -1%	nt	-5%	nt	-27%	5%	?	nt
> CCn1c(=O)cc(SCC(=O)NCc2cccc(Cl)c2)c2ccccc21
  -3%	nt	-4%	nt	-25%	-13%	-12%	nt
> Cc1ccc(N2CCN(/N=C/C3=C(N4CCOCC4)C(=C\c4ccccc4)/CC3)CC2)cc1
  -5%	-1%	-8%	17%[10 µM]	-10%	?	6%	nt
> CCCNc1c(N)c(=O)c1=O
  -5%	-5%	-1%	12%[10 µM]	-19%	nt	-7%	nt
> CCOc1ccc(N2C(=O)C3ON(c4ccccc4)C(c4cccs4)C3C2=O)cc1 (centres undefined)
  -5%	-5%	-5%	-12%[10 µM]	7%[2.34 µM]	-2%	-5%	-13%
> COc1ccc2c(c1)SC(C)CC2=O (centres undefined)
  1%	i	-28%	-16%	-5%	2%	-8%	nt
> CSc1ccc(CNCCCN(C)C)cc1
  7%	7%	-2%	-5%[1.9 µM]	2%	-1%	12%	5%
